Bioassay records from PubChem BioAssay.
GPR55 beta-arrestin: GPR55 agonists via beta-arrestin recruitment, primary screen, imaging, U2OS cells, beta-arrestin-GFP redistribution (AID 1961); U2OS GPR55 beta-arrestin-GFP redistribution imaging; higher % means a stronger effect; activation, % at 10 µM, or EC50 in µM where a hit was titrated; 0.048% of 290,000 active;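 active means activation above 40% with more than 50 cells counted in the well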;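 further: U2OS osteosarcoma cells stably expressing GPR55 and beta-arrestin-GFP; plate controls were DMSO negative control for no effect and LPI positive control for full effect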
KOR beta-arrestin-1: kappa opioid receptor activators – cell-based, luminescence, uHTS, primary screen (AID 1777) | KOR beta-arrestin recruitment, luminescence; higher % means a stronger effect | one-dose activation, % at 10 µM; EC50 in µM for titrated hits | 0.02% of 280,000 active; in the data active means activation above about 50%, passing the limit was not always enough; further: a part of the inactive calls stands beside numbers as strong as those of hits
KOR beta-arrestin-2: KOR antagonists, beta-arrestin recruitment, cell-based, luminescence, uHTS (AID 1778); inhibition, % at 10 µM, or IC50 in µM where a hit was titrated; 0.091% of 290,000 active; KOR beta-arrestin recruitment, luminescence, antagonist mode; higher % means a stronger effect; in the data active means inhibition above about 50%; further: strong numbers were not always called active
Rac1 GTP hydrolysis: MgcRacGAP GTPase-activating activity inhibitors, confirmation, biochemical, ADP Hunter fluorescence | MgcRacGAP-stimulated Rac1 GTP hydrolysis, ADP Hunter fluorescence; higher % means a stronger effect; GST-tagged Rac1 F28L mutant substrate | 0.6% of 340,000 active | inhibition, % at 30 µM; hits with a dose series show IC50 in µM;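 active means first-screen hits whose inhibition reached a set limit at any dose in the follow-up dose series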;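 further: fluorescence reports GDP produced by GAP-driven GTP hydrolysis; strong numbers were not always called active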
NTR1 agonist: agonists of NTR1, primary screen, imaging, U2OS cells, beta-arrestin-GFP, high content (AID 493036) | P30989 | NTR1-U2OS beta-arrestin-GFP spot imaging, agonist mode | activation, % at 20 µM | 0.17% of 330,000 active;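 active means activation at or above 40% of the spot to cytoplasm intensity ratio, with at least 20 cells analyzed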;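 further: 0% = DMSO without peptide and 100% = 100 nM NTR1 peptide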
Target sequence (P30989 whole entry, looked up): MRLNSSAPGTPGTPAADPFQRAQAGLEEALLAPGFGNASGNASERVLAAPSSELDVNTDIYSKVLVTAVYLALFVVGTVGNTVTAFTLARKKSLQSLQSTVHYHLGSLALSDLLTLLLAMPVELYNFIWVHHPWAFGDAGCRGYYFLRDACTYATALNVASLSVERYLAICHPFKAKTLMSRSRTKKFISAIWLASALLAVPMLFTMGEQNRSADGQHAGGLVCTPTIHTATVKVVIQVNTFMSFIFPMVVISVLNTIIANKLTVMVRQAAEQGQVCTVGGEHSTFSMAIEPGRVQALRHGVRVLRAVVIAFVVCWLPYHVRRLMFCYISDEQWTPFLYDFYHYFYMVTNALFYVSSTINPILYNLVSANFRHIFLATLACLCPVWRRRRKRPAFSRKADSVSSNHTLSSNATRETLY
GPR35 arrestin U2OS: inhibition of zaprinast-stimulated GPR35 beta-arrestin translocation – imaging, U2OS, beta-arrestin-GFP, zaprinast agonist, primary screen (AID 2058); 0.052% of 290,000 active; inhibition, % at 10 µM; hits with a dose series show IC50 in µM; U2OS GPR35 beta-arrestin-GFP translocation imaging, zaprinast antagonism; higher % means a stronger effect;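 active means inhibition of at least 50% with at least 30 cells and total cytoplasm GFP at most 10,000,000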
NOD1 NF-kB reporter: NOD1 signaling inhibitors, primary screen, cell-based, luminescence, uHTS (AID 1578) | NOD1-driven NF-kB luciferase reporter cells, luminescence; higher % means a stronger effect | inhibition, % at 4 µM; hits with a dose series show EC50 in µM | 1% of 290,000 active; in the data active means inhibition mostly above about 36%, no sharp cut-off; inactive means mostly below about 34%;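 further: HEK-293T reporter cells stimulated with the NOD1 agonist gamma-tri-DAP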
K1F lysis inhibition: inhibition of K1F phage lysis, E. coli UTI89, bacterial capsule biogenesis inhibitors, alamar blue (AID 488966). 0.02% of 340,000 active. E. coli UTI89 K1F phage lysis, alamar blue, 2 h; higher % means a stronger effect. one-dose inhibition, % at 100 µM; IC50 in µM for titrated hits;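 active means phage lysis inhibition, versus mean bacterial control, above a set limit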;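 further: capsule biogenesis inhibitors block K1F phage lysis so surviving cells raise fluorescence; higher fluorescence means more inhibition of phage lysis; actives were called in the ten point dose series up to 300 µM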
GPR55 antagonists: inhibition of LPI-stimulated GPR55 beta-arrestin translocation – imaging, U2OS, beta-arrestin-GFP, LPI agonist, primary screen (AID 2013); U2OS GPR55 beta-arrestin-GFP translocation imaging, LPI antagonism; higher % means a stronger effect; inhibition, % at 10 µM; hits with a dose series show IC50 in µM; 0.13% of 290,000 active;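 active means spots per cell inhibited over 60%, with over 100 cells counted and total cytoplasm intensity under 500,000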;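 further: U2OS cells stably carrying GPR55 and arrestin-GFP stimulated by 5 µM LPI near EC80; imaged beta-arrestin-GFP aggregate spots per cell after agonist stimulation; plate controls were LPI-stimulated DMSO wells for no effect and DMSO wells without LPI for full effect; some results filed as inactive read as strong as hits; confirmed hits need IC50 under 10 µM and bright autofluorescent wells are also inconclusive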
NTR1 agonist cell count 20 µM: second read-out of NTR1 agonist, no call of its own (marks repeat the call); cell count; measured here: cell count, cytotoxicity flag
* = called active by the depositor; . = not tested or not shown; [ ] = remark or other dose.

SMILES | GPR55 beta-arrestin | KOR beta-arrestin-1 | KOR beta-arrestin-2 | Rac1 GTP hydrolysis | NTR1 agonist | NTR1 agonist cell count 20 µM | GPR35 arrestin U2OS | NOD1 NF-kB reporter | K1F lysis inhibition | GPR55 antagonists
COc1ccc(-n2nc(C(=O)NCC(=O)N3CCCC3)c3ccccc3c2=O)cc1Cl | -0.1% | -4.6% | -12% | 9% | -0.1 | 38 | -9% | 4% | 0.2% | -9%
Cc1ccccc1C(=O)NCCOc1ccccc1Cl | -0.2% | 5.0% | -31%[20 µM] | 13% | 0.4 | 59 | 10% | 25% | 0.5% | 4%
CCOC(=O)C1=C(C)NC(C)=C(C(=O)OC)C1c1ccco1 (stereo not given) | -0.1% | -1.3% | 38% | 0% | 1.8 | 60 | 15% | -4% | 0.9% | 12%
O=C(COC(=O)C1CC(=O)N(C2CCCCC2)C1)c1ccc(F)cc1 (stereo not given) | -0.1% | -3.9% | 3% | 3% | -5.4 | 60 | 22% | 2% | 2.3% | -11%
COc1ccc(N2C(=O)C3CCCN3C2c2cc(OC)c(OC)c(OC)c2)cc1 (stereo not given) | -0.2% | 2.8% | -12% | -2% | -0.9 | 66 | -11% | 4% | 5.6% | 6%
CCOc1ccccc1OC(C)C(=O)Nc1ccc(S(=O)(=O)N2CCCC2)cc1 (stereo not given) | -0.1% | -4.0% | 5% | 4% | 1.6 | 75 | -15% | -6% | -1.0%[50 µM] | 5%
CCCCN(C)S(=O)(=O)c1ccc(C(=O)N(CCN(C)C)c2nc3ccc(C)cc3s2)cc1 | -0.4% | 3.5% | 4% | 6% | -0.6 | 76 | 7% | -42% | 0.4% | 10%
O=S(=O)(N[C@@H]1C[C@H]2CC[C@@H]1C2)c1cccs1 | -0.1% | 1.8% | 1% | 4% | 0.6 | 53 | 14% | -18% | 0.0% | 10%
CCOC(=O)c1cc(C#N)c(SCC(=O)c2cc(C#N)c(SC)nc2C)[nH]c1=O | -0.1% | -8.0% | -14% | 22% | -0.7 | 40 | -1% | -1% | 4.6% | 6%
OC(c1nc2ccc(F)cc2[nH]1)C(O)c1nc2ccc(F)cc2[nH]1 (stereo not given) | -0.1% | 0.6% | 10% | 17% | 1.8 | 54 | -3% | 0% | 0.1% | -6%
CCOC(=O)c1cccc(NC(=O)CN(c2ccc(OC)cc2)S(=O)(=O)c2c(C)noc2C)c1 | 0.6% | -0.3% | -18% | 4% | 1.2 | 82 | 8% | -15% | 2.2% | 1%
O=C(c1cccnc1)N1C2CCC1CC(O)(c1ccc(F)cc1)C2 (stereo not given) | 0.2% | -2.8% | -8% | 2% | 0.0 | 51 | 1% | -7% | 0.2% | -8%
Cc1cc(=O)oc2c3c(cc(OCC(=O)NCC(=O)N[C@H](C(=O)O)C(C)C)c12)OC(C)(C)CC3 | -0.3% | -7.7% | -2% | 4% | 0.4 | 90 | 0% | 4% | 0.0% | -5%
CCOC(=O)CSc1nc2sc3c(c2c(=O)[nH]1)CC(C)(C)OC3 | -0.2% | -5.6% | -15% | 7% | -1.0 | 81 | 3% | -11% | -0.2% | 3%
O=C(N/C(=C\c1ccc([N+](=O)[O-])cc1)C(=O)N1CCOCC1)c1ccccc1 | -0.4% | 2.3% | -6% | 0% | 2.3 | 42 | -7% | -18% | 1.0% | -12%
Cc1ccc(CN2CCN(Cc3cn[nH]c3C3CCCCC3)CC2CCO)cc1 (stereo not given) | 0.5% | 6.0% | -40% | 10% | -0.6 | 50 | -4% | -36% | 0.1% | -6%
C/C=C(/C)C(=O)Nc1cccc(C2=NOC3(C2)C[C@@H](C(N)=O)N(C(=O)[C@H]2CCC(=O)N2)C3)c1 (stereo not given in full) | -0.1% | 1.7% | -1% | 9% | 1.8 | 58 | -2% | -10% | 3.9% | -1%
Cc1cc(C)nc(-n2cc(C(=O)c3cc(F)ccc3O)cn2)n1 | -0.2% | 2.2% | -27% | -7% | 3.4 | 44 | -2% | -32% | 2.6%[50 µM] | 8%
Nn1c(=O)c2ccccc2n2c(SCc3ccccc3)nnc12 | 0.2% | -0.2% | 12% | -4% | 0.0 | 32 | 11% | . | 0.3% | -9%
COCC(C)n1c(C)cc(C(=O)Cn2nc(C(=O)O)c3ccccc3c2=O)c1C (stereo not given) | 0.0% | 0.7% | -24% | 12% | 1.1 | 57 | -12% | -19% | 0.2% | -1%
CC(C)N1CCN(CC2COc3ccccc3O2)CC1 (stereo not given) | -0.1% | 3.1% | -4% | 6% | -1.9 | 102 | -14% | 1% | 0.5%[50 µM] | -3%
O=C1NC2c3ccccc3CC2O1 (stereo not given) | -0.1% | 1.3% | -14%[20 µM] | 6% | 1.4 | 56 | 0% | -12% | 2.4% | 6%
Cc1ccccc1OCC(=O)NCC(=O)OCC(=O)c1ccc([N+](=O)[O-])cc1 | 0.1% | -2.8% | 26% | 10% | 0.5 | 75 | -6% | -20% | -0.3% | 6%
CCC(C)Nc1cc(C)nc2ncnn12 (stereo not given) | 0.8% | -6.6% | -13%[20 µM] | 1% | 0.3 | 39 | 4% | -11% | -0.4% | 4%
N#Cc1cc(NC(=O)c2ccc(F)cc2)c(=O)n2c1[nH]c1ccccc12 | 0.4% | -0.4% | -38% | . | 3.4 | 49 | 9% | 68%* | . | -12%

A few values from above:
KOR beta-arrestin-1 result of CCOc1ccccc1OC(C)C(=O)Nc1ccc(S(=O)(=O)N2CCCC2)cc1 (stereo not given) → -4.0%
Rac1 GTP hydrolysis result of CCOC(=O)c1cc(C#N)c(SCC(=O)c2cc(C#N)c(SC)nc2C)[nH]c1=O → 22%
GPR55 beta-arrestin result of COCC(C)n1c(C)cc(C(=O)Cn2nc(C(=O)O)c3ccccc3c2=O)c1C (stereo not given) → 0.0%

The main list resumes, starting 2 compounds before the break.
SMILES | GPR55 beta-arrestin | KOR beta-arrestin-1 | KOR beta-arrestin-2 | Rac1 GTP hydrolysis | NTR1 agonist | NTR1 agonist cell count 20 µM | GPR35 arrestin U2OS | NOD1 NF-kB reporter | K1F lysis inhibition | GPR55 antagonists
CCC(C)Nc1cc(C)nc2ncnn12 (stereo not given) | 0.8% | -6.6% | -13%[20 µM] | 1% | 0.3 | 39 | 4% | -11% | -0.4% | 4%
N#Cc1cc(NC(=O)c2ccc(F)cc2)c(=O)n2c1[nH]c1ccccc12 | 0.4% | -0.4% | -38% | . | 3.4 | 49 | 9% | 68%* | . | -12%
Cc1cccc2cc(CN(CC3CCCO3)C(=O)c3cccs3)c(=O)[nH]c12 (stereo not given) | 0.3% | 1.5% | -26% | 3% | -0.9 | 50 | 2% | -12% | 0.1% | 5%
COc1cc(/C=C/C(=O)c2ccc(NS(=O)(=O)c3ccc(C)cc3)cc2)ccc1OC(F)F | 14% | 9.1% | 10% | 9% | 9.4 | 45 | 0% | 50% | 2.3% | 15%
CC(=O)NC(=O)NC1OC(=O)C(Cl)=C1Cl (stereo not given) | 0.2% | 3.3% | 7% | -2% | 0.0 | 96 | -1% | 7% | -1.4% | 2%
Cc1cccc(NC(=O)c2cc(NC(=O)c3ccco3)ccc2N2CCCCC2)c1 | -0.1% | 27% | 18% | 5% | 14 | 92 | 11% | -10% | 5.5% | 4%
COc1ccccc1/C=C/C(=O)NCC(=O)N/N=C/c1cccnc1 | -0.4% | -4.5% | 28% | 3% | 2.4 | 76 | 9% | -64% | 0.3% | 6%
Cc1cc(C)nc(Nc2nc3ccccc3s2)n1 | -0.3% | -3.8% | 18% | 1% | 6.7 | 46 | -4% | -55% | 0.2% | 13%
COC(=O)c1c(C)oc2ccc(N(C(=O)Oc3ccccc3)S(=O)(=O)c3ccc(Cl)c([N+](=O)[O-])c3)cc12 | 0.0% | 0.2% | 2% | 6% | 13 | 38 | -8% | 45% | 1.2%[50 µM] | 0%
COc1cc2c(c(OC)c1OC)-c1ccc(OC)c(=O)cc1[C@@H](NC(C)=O)CC2 | -0.1% | 3.3% | -194%[20 µM] | -2% | 2.8 | 64 | -9% | -6% | 1.7% | -9%
COc1ccc(C(=O)NCC(=O)OCC(=O)N2CCCc3ccccc32)cc1 | -0.2% | -1.5% | 17% | 10% | -0.8 | 99 | 1% | -6% | 0.2% | 4%
CCn1c(CNC(=O)C23CC4CC(CC(C4)C2)C3)nnc1SC | 0.4% | 0.9% | -15% | -5% | 0.3 | 60 | -4% | -46% | 0.2% | 14%
CC1(C)CC(=O)C=C(N2CCOCC2)C1 | 0.1% | -0.5% | 16% | 5% | 0.2 | 46 | 2% | -11% | -0.4% | 8%
CCOC(=O)N1CCN(C(=O)C(C)(C)Oc2ccc(Cl)cc2)CC1 | -0.1% | -0.9% | 9% | 7% | 3.3 | 42 | 4% | 13% | 6.3% | 8%
O=C(/C=C/c1ccc(Cl)cc1)c1cccnc1 | -0.2% | -0.6% | -46% | -9% | 5.1 | 40 | 0% | 15% | -0.6% | -10%
O=C(O)CCCC(=O)Nc1cccc(C(F)(F)F)c1 | -0.1% | -6.5% | -39% | 9% | -1.0 | 75 | 1% | 0% | -1.1% | 11%
CCc1ccc(OCC(=O)N/N=C\c2ccco2)c([N+](=O)[O-])c1 | -0.2% | -3.6% | 22% | 5% | 3.4 | 57 | 14% | -26% | 2.2% | 12%
COc1ccc(OC)c(NC(=O)C2CCCN(S(=O)(=O)c3c(C)noc3C)C2)c1 (stereo not given) | 0.0% | -2.8% | 26% | 4% | -1.4 | 95 | 9% | 0% | -1.6% | 0%
CCOCCn1c(CN2CCN(CCO)CC2)nc2c1c(=O)n(C)c(=O)n2C | 0.0% | -6.3% | -27%[20 µM] | 9% | -2.8 | 50 | 5% | -12% | -0.3% | 2%
COc1ccc(/C=C/C(=O)c2ccc(OC)cc2OC)c(OC)c1 | -0.2% | -1.1% | -10% | -1% | -0.9 | 94 | -10% | 1% | 4.2% | 10%
COC(CNC(=O)c1ccc(N2CCc3ccccc32)c([N+](=O)[O-])c1)OC | 0.8% | 3.5% | 28% | 8% | 2.3 | 69 | 10% | -49% | 1.1%[50 µM] | 10%
CC1=CC(C)[C@H](/C=N/n2c(=O)[nH]c3c([nH]c4ccc(C)cc43)c2=O)C(C)C1 (stereo not given in full) | 0.1% | 0.8% | -7% | 13% | 4.3 | 55 | -9% | -26% | 0.2% | 3%
CCc1ccc(C(C)NC(=O)Cn2cnc3c(=O)n(C)c(=O)n(C)c32)cc1 (stereo not given) | -0.1% | . | . | 7% | 0.2 | 61 | -24% | -21% | 0.1% | 8%
Cc1cccc(NS(=O)(=O)c2cccc(C(=O)NCC(C)(C)N3CCOCC3)c2)c1 | -0.1% | 8.4% | -29% | 3% | 0.0 | 53 | 0% | 10% | 1.1%[50 µM] | 2%
Cc1cccc(OCCCn2c(CO)nc3ccccc32)c1 | -0.1% | 2.3% | -4% | 11% | 1.4 | 61 | 3% | -4% | 0.4% | -5%

Some of the compounds tested; the hit share may differ from the screen's.
